MITF TRPM1 HTS – activators of MITF-driven TRPM1 promoter activity in SK-MEL-5 cells; SK-MEL-5 TRPM1-promoter luciferase, 24 h; % of positive control, neutral wells = 0; activation, % at 12.5 µM; 300,000 tested, 0.75% active;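 active = mean activation of at least 80% with every replicate also reaching 80%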;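 note: 0% = neutral control wells and 100% = parthenolide positive control wells; values of inactives mirror those of a sister screen read the other way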
V-ATPase pHluor – regulators of yeast V-ATPase proton transport; S. cerevisiae, pHLuorin cytosolic pH fluorescence; response, % at 10 µM; 350,000 tested, 0.37% active; in the data active = response mostly above about 7.3%, no sharp cut-off; inactive = mostly below about 5.4%; note: actives read high; inactives centre near 0; some compounds called inactive have numbers as strong as hits; reference of the scale not given here
HTR5A inv ag – inverse agonist of human HTR5A in OPRM1-OPRD1 counter-screen; 340,000 tested, 0.083% active; HTR5A cell line, luminescence, inverse agonism; P47898; AID 504634; inhibition, % at 9.3 µM; in the data active = inhibition mostly above about 23%, no sharp cut-off; inactive = mostly below about 18%;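 note: 0% = cells with DMSO and 100% = no-cell wells with DMSO; some compounds called inactive have numbers as strong as hits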
Target sequence (P47898 whole entry, looked up): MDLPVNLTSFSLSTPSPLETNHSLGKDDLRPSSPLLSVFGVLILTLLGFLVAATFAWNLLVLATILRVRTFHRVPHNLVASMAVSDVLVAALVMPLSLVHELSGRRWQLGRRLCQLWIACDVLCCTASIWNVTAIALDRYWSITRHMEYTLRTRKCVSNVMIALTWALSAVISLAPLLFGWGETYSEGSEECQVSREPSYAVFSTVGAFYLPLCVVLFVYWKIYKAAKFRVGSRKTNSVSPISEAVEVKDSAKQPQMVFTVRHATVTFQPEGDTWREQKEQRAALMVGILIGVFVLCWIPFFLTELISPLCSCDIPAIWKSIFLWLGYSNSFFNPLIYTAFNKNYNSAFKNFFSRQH
dFosB activator – enhances mouse delta FosB homodimer DNA binding; P13346; purified delta FosB, TAMRA-CDK5 oligo fluorescence polarization; percent of positive-control signal above neutral wells; activation, % at 25 µM; 340,000 tested, 0.99% active;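 active = mean activation above about 17%, with every replicate also reaching it, limit read from the data, passing the limit was not always enough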;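 note: fluorescence polarization rise as delta FosB binds a TAMRA Cdk5 AP-1 oligo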
Target sequence (P13346 whole entry, looked up): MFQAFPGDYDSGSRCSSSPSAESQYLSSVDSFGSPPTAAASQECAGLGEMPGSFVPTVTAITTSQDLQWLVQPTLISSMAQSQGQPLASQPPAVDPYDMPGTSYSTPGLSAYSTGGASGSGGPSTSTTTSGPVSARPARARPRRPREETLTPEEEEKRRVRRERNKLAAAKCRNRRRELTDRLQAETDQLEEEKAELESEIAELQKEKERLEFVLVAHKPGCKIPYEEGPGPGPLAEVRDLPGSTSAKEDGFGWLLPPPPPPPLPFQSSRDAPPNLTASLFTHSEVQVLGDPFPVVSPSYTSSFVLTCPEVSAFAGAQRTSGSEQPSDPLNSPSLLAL
Wnt act – activates Wnt/beta-catenin signaling in a reporter cell assay; AID 743398; activation, % at 9.35 µM; 300,000 tested, 1.2% active; activator, plate reader; in the data active = activation above about 30%, passing the limit was not always enough;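 note: 0% = neutral control wells and 100% = positive control wells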
NSD2 inh – NSD2 (human) methyltransferase inhibition. 310,000 tested, 0.54% active. NSD2 peptide methylation, AlphaScreen, 120 min. inhibition, % at 12.5 µM. AID 743445. O96028; in the data active = inhibition above about 50%
CDK5 p35 inh – CDK5/p35 (human) kinase inhibition; 330,000 tested, 0.01% active; Recombinant CDK5/p35, ADP-Glo luminescence, 60 min; Q00535+Q15078; inhibition, % at 10 µM;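 active = highest replicate inhibition of at least 50% and at least 75% of replicates reaching 50%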;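 note: plate controls were DMSO neutral control for no effect and GW8510 at 10 µM for full effect; many of its hits are not listed in these tables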
PvdQ inh – blocks Pseudomonas aeruginosa PvdQ acylase activity | purified PvdQ acylase, fluorescence plate reader | inhibition, % at 10 µM | 340,000 tested, 0.063% active | AID 488965; in the data active = inhibition above about 30%, passing the limit was not always enough;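 note: 0% = vehicle neutral wells and 100% = reference inhibitor wells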
HTR5A ag – HTR5A agonism, opioid heterodimer counter-screen | P47898 | HTR5A agonist assay, luminescence, cell-based | activation, % at 9.3 µM | 340,000 tested, 0.61% active | AID 504692; in the data active = activation mostly above about 9.5%, no sharp cut-off; inactive = mostly below about 7.6%;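 note: 0% = cells with vehicle only and 100% = reference agonist; strong numbers were not always called active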
SR-BI HDL uptake – inhibitors of mouse SR-BI mediated HDL lipid uptake; inhibition, % at 12.5 µM; ldlA[mSR-BI] CHO cells, DiI-HDL uptake fluorescence, 3 h; Q61009; 320,000 tested, 0.96% active;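 active = mean replicate inhibition of at least 70% and a set share of replicates each scoring 70 or more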;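 note: 0% = median of neutral control wells and 100% = median of positive control wells; values of inactives mirror those of a sister screen read the other way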
Active calls of the source: *; . = no result given.

SMILES,MITF TRPM1 HTS,V-ATPase pHluor,HTR5A inv ag,dFosB activator,Wnt act,NSD2 inh,CDK5 p35 inh,PvdQ inh,HTR5A ag,SR-BI HDL uptake
CCOC(=O)Nc1c(C(=O)OC)[nH]c2cccc(OC)c12,-2.1,1.5,22.6,-2.2,.,-6.1,0.8,-6.9,-0.7,-10.3
O=C(CN1C(=O)NC(c2ccccc2)(c2ccccc2)C1=O)NCc1cccs1,-0.5,-1.5,13.7,-6.5,-3.1,2.0,-0.2,-16.3,2.3,-10.5
Cc1cc(NC(=O)CSC2=NS(=O)(=O)c3cc(F)ccc3N2)no1,-4.3,-5.6,6.3,3.6,-2.0,8.6,-1.2,-12.0,0.4,-34.1
COCCN(C(=O)CCCC(=O)Nc1ccccn1)C(C(=O)NC1CCCCC1)c1ccc(C)cc1 (stereo not given),-3.3,1.6,9.9,-4.7,.,4.2,1.5,-1.4,-4.1,-16.6
O=C(c1ccccc1Br)N1CCN(Cc2ccc3c(c2)OCO3)CC1,-6.1,3.5,4.3,-5.3,-3.1,24.9,-1.1,-5.2,-1.6,.
COc1ccc(N2CCN(CCNC(=O)Nc3cccc(C)c3C)CC2)cc1,-13.7,3.3,-11.9,-8.7,-0.8,-2.7,-1.5,-25.9,3.3,15.0
COc1cccc(-c2c(C(=O)N/N=C(\C)c3ccco3)nnn2-c2nonc2N)c1,6.7,6.7,5.4,-6.0,0.8,-1.9,.,5.3,-1.4,26.3
Cc1cc(C)nc(NS(=O)(=O)c2ccc(NC(=O)CSc3nc(-c4ccccc4)c(C#N)c(=O)[nH]3)cc2)n1,8.6,-1.2,3.7,-7.2,-11.0,-2.0,-1.6,-5.2,-1.4,2.5
C1=C(c2ccccc2)Nc2nnnn2C1,2.5,-6.4,-27.7,-2.1,2.9,-7.4,0.1,-8.2,-3.5,-5.1
COc1ccc(NC(=O)CS(=O)c2cccc(Cl)c2)cc1 (stereo not given),2.3,-3.6,2.2,3.8,-1.5,-2.6,-1.5,-12.4,-0.9,-19.1
Cc1ccc(C)c(N2CCN(C(=O)c3ccc4c(=O)n5c(nc4c3)CCCCC5)CC2)c1,-9.1,0.7,8.1,-9.1,-6.1,.,1.7,3.5,-2.9,21.4
C/C(=N\NC(=O)c1ccc(C(=O)N/N=C(\C)c2ccco2)o1)c1ccco1,1.7,-2.6,4.4,-9.5,3.9,0.7,0.4,3.9,-1.2,5.1
O=C(Nc1cc(F)ccc1F)c1cccc(-n2cnnn2)c1,18.7,-0.7,-9.1,-1.4,8.6,-1.4,2.0,6.1,-1.4,-4.3
CCN1CCc2nc3ccccc3c(C(=O)Nc3ccc(F)cc3)c2C1,24.0,2.9,-42.0,-2.9,-1.9,24.0,1.8,-7.0,2.8,.
CCN(CC)CCn1c(SCC(=O)NCc2ccccc2)nc2c(sc3ccccc32)c1=O,-4.0,-0.8,-6.1,-4.2,-1.5,.,0.1,-12.2,2.4,-15.3
Cn1ccnc1SCC(=O)c1ccc(O)cc1,0.2,-3.9,6.0,7.8,1.3,0.2,1.6,-7.8,-2.1,-15.9
CCC(Oc1ccccc1OC)C(=O)Nc1ccc2c(c1)OCCO2 (stereo not given),-2.9,3.0,5.8,-9.1,-0.9,-1.6,0.5,-16.0,3.5,7.6
COC(=O)c1sc(=S)n(-c2ccccc2OC)c1N,.,4.1,16.6,7.0,-1.0,8.1,1.1,-12.4,5.8,14.7
O=C(NC(=S)Nc1ccccc1)c1cccs1,100.8*,0.6,-0.2,-5.4,29.1,-4.9,0.1,-12.1,0.1,.
CCOC(=O)c1cc(-c2ccc(C#N)cc2)nc2c1c(C)nn2CCC#N,6.4,-3.7,2.4,-2.8,.,-1.9,1.0,-11.5,-0.9,62.7

Ordered by molecular weight (smallest number first): part of the list above.
SMILES,MITF TRPM1 HTS,V-ATPase pHluor,HTR5A inv ag,dFosB activator,Wnt act,NSD2 inh,CDK5 p35 inh,PvdQ inh,HTR5A ag,SR-BI HDL uptake
C1=C(c2ccccc2)Nc2nnnn2C1,2.5,-6.4,-27.7,-2.1,2.9,-7.4,0.1,-8.2,-3.5,-5.1
Cn1ccnc1SCC(=O)c1ccc(O)cc1,0.2,-3.9,6.0,7.8,1.3,0.2,1.6,-7.8,-2.1,-15.9
O=C(NC(=S)Nc1ccccc1)c1cccs1,100.8*,0.6,-0.2,-5.4,29.1,-4.9,0.1,-12.1,0.1,.

(next part)
SMILES,MITF TRPM1 HTS,V-ATPase pHluor,HTR5A inv ag,dFosB activator,Wnt act,NSD2 inh,CDK5 p35 inh,PvdQ inh,HTR5A ag,SR-BI HDL uptake
Cc1ccc(S(=O)(=O)NCCC(=O)N2CCN(C/C=C/c3ccccc3)CC2)cc1,1.7,0.4,.,-6.1,-4.8,0.9,-1.2,-0.4,.,-26.8
COC(=O)c1ccc(C)c(-n2c(C)cc(C=O)c2C)c1,1.4,6.2,33.6,-1.5,.,2.5,1.1,-4.8,0.9,-10.3
Cc1ccc2c(c1)C(c1ccccc1)N(C(=O)c1ccc(S(=O)(=O)N3CCOCC3)cc1)CC(=O)N2 (stereo not given),1.1,1.4,8.3,-18.7,-1.8,2.1,-0.3,-8.1,0.8,-19.5
CCc1nnc(NC(=O)CSc2nnc(-c3ccc(NS(=O)(=O)c4ccccc4)cc3)o2)s1,-0.2,-8.2,-29.3,-11.5,-1.4,-0.2,0.8,8.9,4.0,-14.5
Cn1c(NCc2ccco2)nc2c1c(=O)n(Cc1ccc(Cl)c(Cl)c1)c(=O)n2C,-12.7,1.1,13.9,-4.0,-2.8,-1.4,-2.2,-11.6,-0.9,24.4
CCCc1nc2ccccc2n1CCOC,.,-0.6,-10.6,-0.9,.,0.9,1.4,-8.1,1.1,-16.6
COc1ccc(C(=O)C2CCCN(C(=O)c3csc(C(C)=O)c3)C2)c(C)c1 (stereo not given),16.2,-1.8,11.6,-5.2,1.3,-0.5,-0.1,-3.6,-0.2,-7.4
Cc1ccc(C(=O)Oc2oc(-c3ccco3)nc2C=Nc2ccc(Cl)cc2)cc1,-1.4,1.4,1.5,-7.3,.,0.2,0.7,-3.2,-0.6,16.5
CC1CCN(C(=O)c2ccc(N3C(=O)C4CCC(C)CC4C3=O)cc2)CC1 (stereo not given),.,-1.0,-12.5,-2.8,1.4,2.2,0.7,-15.1,0.1,-7.2
O=C(CSc1nnc(-c2ccccn2)o1)Nc1ccccc1F,11.7,-1.0,-6.7,2.0,37.3*,-5.3,-0.2,-5.6,-1.9,-20.2
Cc1ccc(NNC(N)=S)cc1Cl,4.7,3.7,-19.3,-2.0,2.4,-0.2,1.3,-6.7,-0.5,.
CC(C)NC(=O)N(C)C[C@H]1Oc2c(NC(=O)c3ccc(-c4nccs4)cc3)cccc2C(=O)N([C@@H](C)CO)C[C@H]1C,-5.2,-1.5,14.5,-12.1,0.9,.,0.2,-4.3,-3.9,-17.7
Cn1c(-c2ccsc2)c(-c2cccs2)c2cc(Br)ccc21,5.7,-2.1,-33.7,0.3,1.4,.,-0.6,-11.3,11.5,26.6
CC1(C)[C@H]2CC=C(CN3CCC(N4CCC(C(=O)N5CCCC5)CC4)CC3)[C@@H]1C2,3.4,-3.1,0.2,-2.1,0.2,.,0.7,-6.4,3.0,.
CN(CCc1ccccn1)C(=O)CCC1CCCN(C(=O)c2c3c(nn2C)CCCC3)C1 (stereo not given),1.1,2.0,0.3,-8.1,-14.7,3.6,-1.3,-5.2,-0.1,-50.0
O=C(CNC(=O)c1ccccc1)Nc1cccc(C(F)(F)F)c1,17.7,-1.2,7.0,1.6,-0.2,0.4,1.2,-6.7,-2.1,4.8
C=CCn1cc(/C=C2/NC(=O)NC2=O)c2ccccc21,-16.6,1.6,0.0,3.8,1.5,-2.3,-0.1,-3.0,0.0,23.6
COc1cccc(NC(=O)C2CCC(CNS(=O)(=O)c3cccs3)CC2)c1 (stereo not given),-1.3,0.1,5.3,3.8,-0.1,0.9,-0.4,12.9,-2.0,20.6
O=C(NNC1=C(C(=O)C(F)(F)F)CCC1)c1ccncc1,14.4,-0.8,-19.5,4.5,-11.2,-5.4,-0.2,-4.8,2.4,59.7
Cc1ccc(C(=O)OCC(=O)N(C)C2CCS(=O)(=O)C2)cc1[N+](=O)[O-] (stereo not given),5.5,-1.1,11.5,-1.8,-1.4,-5.4,0.1,-18.8,2.5,7.4
CCSc1ncc(/C=N/Nc2ccc(F)cc2)n1C,9.6,-0.1,4.8,-10.8,.,4.7,-0.9,-1.3,4.3,36.0
Cc1nn(C)c(=O)n1-c1ccccc1,-4.6,-2.3,4.5,-4.1,0.0,-1.8,0.1,-11.5,-1.6,-17.3
Cc1cc(C(=O)Nc2sccc2C#N)c2ccccc2n1,.,0.3,-4.8,-11.8,-3.4,2.1,-1.4,-13.1,1.7,.
CCOC(=O)c1cnc(-c2ccccc2)nc1Oc1ccc(Cl)cc1,-1.1,1.6,0.1,-1.3,.,-0.5,0.4,-9.3,-3.1,55.9
CCOc1ccccc1NC(=O)COC(=O)c1c[nH]c2ccccc12,-34.9,0.6,4.1,2.0,0.5,1.8,1.2,22.7,-1.5,16.9
O=C1c2ccccc2NC(c2cccc([N+](=O)[O-])c2)N1CCc1ccccc1 (stereo not given),6.3,-3.0,0.5,0.0,6.1,1.2,3.2,-3.9,-0.2,23.3
CC(C)(C)c1ccc(C(=O)NCc2cccnc2)cc1,.,-3.7,0.3,0.9,-12.3,-11.5,0.7,-6.7,-0.1,-40.9
O=C(NCCc1ccccc1)c1ccc2nc(-c3ccco3)c(-c3ccco3)nc2c1,.,-3.8,-7.0,-14.2,.,.,-2.5,-7.3,1.4,5.9
CC(=O)c1c(C)[nH]c(C(=O)COC(=O)c2ccc(Cl)nc2)c1C,11.5,2.3,-19.8,-2.1,-4.3,-2.7,0.3,-8.8,7.1,5.5
Cc1n[nH]c(=O)c2c1nnn2Cc1ccccc1Cl,-11.2,-2.9,-4.2,6.9,-1.0,1.5,0.1,4.4,1.2,20.9
COC(=O)/C(=C\c1ccc([N+](=O)[O-])o1)NC(=O)c1ccccc1,-53.6,-1.6,0.6,-0.9,-0.1,3.2,-0.3,-10.1,-1.5,.
COc1ccc(CNc2cc(C)ccn2)cc1,38.2,-1.2,-9.7,-6.1,4.5,1.7,-0.5,12.4,2.7,-7.5
Cn1c(SCC(=O)Nc2nc3c(s2)CCCC3)nnc1-c1ccccc1,-1.2,0.1,-33.5,-1.5,.,11.8,-0.8,-8.8,1.9,-28.0
C/C(=N\NC(=O)c1c(Cl)c(C)nn1C)c1ccc(NC(=O)COc2ccc(Cl)cc2C)cc1,17.8,4.7,-1.8,33.3*,.,-1.9,-1.5,-15.9,1.1,71.8*
COc1ccc(CCNC(=O)Cn2cnc3sc(C)c(-c4ccc(F)cc4)c3c2=O)cc1OC,-1.0,2.1,-2.8,-9.0,-3.2,1.7,-2.8,-5.9,-2.7,35.6
CC(C)(C)c1nnc(N/N=C/c2ccc(Br)cc2)n(N)c1=O,35.3,1.9,9.4,-7.5,5.7,-1.5,-1.3,-16.4,-2.6,37.5
O=c1c(F)cn(C2CCCO2)c(=O)n1Cc1ccc(Cl)cc1 (stereo not given),-10.4,-1.4,-8.2,2.1,-0.8,-3.0,-0.9,-10.4,-0.5,-13.8
CCc1cc(C(=O)N2CCCC(C(=O)c3ccc(OC)c(F)c3)C2)n(C)n1 (stereo not given),-0.1,0.6,13.4,-7.3,-0.4,-1.4,2.6,1.1,0.4,14.4

Screening data: PubChem BioAssay, several laboratories
